# KAT2A inh = qHTS Assay for Inhibitors of GCN5L2 | Histone acetyltransferase KAT2A (Homo sapiens), Q92830 | GCN5L2 HAT assay, ThioGlo1 CoA-SH fluorescence | Potency, µM (top dose mostly 58.9 µM), without a hit: top-dose activity change, negative = inhibition, usual class: inhibitors | actives 0.21% (n = 390,000) | AID 504327, 2011
# Target sequence (Q92830 whole entry, looked up): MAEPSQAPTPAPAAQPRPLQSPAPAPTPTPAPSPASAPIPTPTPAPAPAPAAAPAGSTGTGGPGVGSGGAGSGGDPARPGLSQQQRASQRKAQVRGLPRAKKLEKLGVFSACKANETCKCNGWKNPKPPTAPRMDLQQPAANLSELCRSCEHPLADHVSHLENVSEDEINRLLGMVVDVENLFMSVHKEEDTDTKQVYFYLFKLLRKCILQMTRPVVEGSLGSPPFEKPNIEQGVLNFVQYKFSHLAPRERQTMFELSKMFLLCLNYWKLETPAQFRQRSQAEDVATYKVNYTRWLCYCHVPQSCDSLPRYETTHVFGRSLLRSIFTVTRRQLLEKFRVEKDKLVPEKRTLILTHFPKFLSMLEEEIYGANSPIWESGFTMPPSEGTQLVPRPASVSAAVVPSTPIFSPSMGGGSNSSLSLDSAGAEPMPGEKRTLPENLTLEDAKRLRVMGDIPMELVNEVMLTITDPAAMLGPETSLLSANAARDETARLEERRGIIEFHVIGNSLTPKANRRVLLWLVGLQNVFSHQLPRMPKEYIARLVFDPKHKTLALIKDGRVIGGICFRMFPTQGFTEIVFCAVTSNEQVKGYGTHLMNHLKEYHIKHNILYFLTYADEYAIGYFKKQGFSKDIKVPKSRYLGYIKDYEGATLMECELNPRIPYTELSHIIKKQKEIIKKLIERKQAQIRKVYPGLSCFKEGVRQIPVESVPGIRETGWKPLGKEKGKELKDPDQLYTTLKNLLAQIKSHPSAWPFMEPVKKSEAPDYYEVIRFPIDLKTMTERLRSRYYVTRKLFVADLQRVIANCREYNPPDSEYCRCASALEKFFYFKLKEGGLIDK
#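 Preincubate 20nM GCN5L2 with compound 15 min, RT → add 50uM ThioGlo1 + 75uM H3(1-25) + 70uM acetyl-CoA → read fluorescence 0 and 20 min. Primary qHTS; fluorescent artifacts likely.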
# N370S GC = qHTS Assay for Inhibitors and Activators of N370S glucocerebrosidase as a Potential Chaperone Treatment of Gaucher Disease; Lysosomal acid glucosylceramidase (Homo sapiens), P04062; N370S GC spleen homogenate, 4MU-glucoside fluorescence; Potency, µM (doses to about 59.4 µM), for inactives: at the top dose activity change, negative = inhibition, actives largely listed as inhibitors; actives 0.092% (n = 330,000);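 further: 0% = full enzyme activity and -100% = no enzyme basal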
# FEN1 inh = qHTS Assay for the Inhibitors of Human Flap endonuclease 1 (FEN1) | P39748 | Recombinant FEN1 flap cleavage, fluorescence, 15 min | Potency, µM (titrated, usually from 114 µM), inactives show at the top dose activity change, negative = inhibition, actives largely listed as inhibitors | actives 0.35% (n = 390,000) | AID 588795, 2011; further: nearly all actives have a fitted effect of over 65% in size
#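 FEN1 at 10 nM preincubated with compounds 15 min at room temperature, then flap DNA substrate added at 50 nM final. Signal read at 0 and 15 min; concentration-response fitted with four-parameter Hill equation.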
# * marks the source's active call; other numbers are inactive results; ? = inconclusive; nt = not tested or not shown; & = joins results of further samples; [ ] = another dose, or the depositor's remark. The call rests on the fitted dose curve; in most records, active means well fitted curve in the direction sought with a large enough effect; inconclusive means small, poorly fitted or top-dose-only effect, or another doubt; inactive means no such curve, though single readings can be large; an effect the other way counts as inactive or inconclusive. Unless noted, on the % scale 0 is the no-effect control and ±100 the full control effect; potency means the concentration at half of the fitted maximal effect. An excerpt, so the mix of outcomes need not match the whole.
SMILES,KAT2A inh,N370S GC,FEN1 inh
CCC(C(=O)Nc1ccccc1Cl)n1nc(C)c2c(C)n(-c3ccccc3)nc2c1=O (stereo unspecified),-5%,-7%,10%
Cc1cc(NC(=O)CN2C(=O)NC(C)(CCc3ccccc3)C2=O)no1 (stereo unspecified),0%,4%,-5%
Cc1ccc(C)c(Cn2c3ccccc3c3cnn(CC(=O)NCC(C)c4ccccc4)c(=O)c32)c1 (stereo unspecified),0%,nt,18%
CCOc1ccc(/C=N/NC(=O)c2[nH]ncc2Br)c(O)c1,-8%,-8%,-20%
CC1CCc2cc(F)ccc2N1C(=O)CSc1nnc2c(n1)[nH]c1ccccc12 (stereo unspecified),-1%,3%,5%
O=C(O)c1ccc(/C=N/NC(=O)c2cc(-c3ccc4c5c(cccc35)CC4)n[nH]2)cc1,-23%,-8%,?
CCC(C(=O)NC1CCCCCC1)n1nc(C)n2c(cc3occc32)c1=O (stereo unspecified),-24%,-6%,-7%
COc1ccc(CCNc2ncnc3c2c(-c2ccccc2)cn3-c2ccc(F)cc2)cc1OC,-1%,nt,-13%
COc1cc(OC)nc(Oc2ccccc2C(=O)Oc2ccc(Cl)cc2)n1,-17%,1%,?
O=S(=O)(c1ccc(OCC(O)CN2CCC(Cc3ccccc3)CC2)cc1)N1CCOCC1 (stereo unspecified),-4%,-6%,-5%
COc1ccc(Cl)cc1N1CC(c2nc3ccccc3[nH]2)CC1=O (stereo unspecified),1%,-2%,12%
Cn1c(N)c(C(=O)CSc2nnnn2-c2ccccc2)c(=O)n(C)c1=O,?,-6%,17%
COc1ccc(N2CCN(Cc3nc4c(c(=O)n(C)c(=O)n4C)n3C(C)C)CC2)cc1,2%,nt,5%
Cc1cnc(C(=O)OCC(=O)N2CCC(C)CC2)cn1,-1%,nt,2%
COC(=O)C(CCSC)NC(=O)c1cc2c(n(-c3ccccc3)c1=O)CC(C)(C)CC2=O (stereo unspecified),-6%&-2%,15%,16%&-5%
CCn1c(=O)c2sccc2n2c(CCCC(=O)N3CCN(c4ccccc4OC)CC3)nnc12,-10%,nt,5%
COc1ccc(NC(=O)NNC(=O)c2cc3ccccc3cc2O)cc1,-9%,8%,-8%
Cc1ccccc1SCC(=O)OCC(=O)NCCNC(=O)COC(=O)CSc1ccccc1C,-5%,-6%,-2%
CCOC(=O)c1ccc(N2CCN(c3ccccc3F)CC2)c(NC(=O)Nc2cccc(OC)c2)c1,-12%,9%,-1%
COc1cccc(CN2CCN(CCc3ccccc3)C(CCO)C2)c1OC (stereo unspecified),-10%,-5%,3%

# Shown field by field: entries from further up.
Cc1ccc(C)c(Cn2c3ccccc3c3cnn(CC(=O)NCC(C)c4ccccc4)c(=O)c32)c1 (stereo unspecified)
- KAT2A inh: 0%
- N370S GC: nt
- FEN1 inh: 18%
CCOc1ccc(/C=N/NC(=O)c2[nH]ncc2Br)c(O)c1
- KAT2A inh: -8%
- N370S GC: -8%
- FEN1 inh: -20%
CC1CCc2cc(F)ccc2N1C(=O)CSc1nnc2c(n1)[nH]c1ccccc12 (stereo unspecified)
- KAT2A inh: -1%
- N370S GC: 3%
- FEN1 inh: 5%
O=C(O)c1ccc(/C=N/NC(=O)c2cc(-c3ccc4c5c(cccc35)CC4)n[nH]2)cc1
- KAT2A inh: -23%
- N370S GC: -8%
- FEN1 inh: ?

# The list continues:
SMILES,KAT2A inh,N370S GC,FEN1 inh
CCCNC(=O)c1ccc(N2CCC3(CC2)CC(c2cccc(Br)c2)=NO3)c(NC(=O)c2ccccc2)c1,-8%,-3%,9%
CC(C)OCCCNC(=O)c1ccncc1,-2%,6%,-1%
Cc1ccc(C(=O)N/C(=C\c2cccs2)C(=O)NCCc2ccccn2)cc1C,-2%,17%,0%
CC(C)c1ccc(NC(=O)CN2C(=O)COc3ccc(S(=O)(=O)Nc4ccccc4)cc32)cc1,-9%,nt,-23%
O=C(O)C(C(=O)Oc1ccccc1)C(C(=O)O)C(=O)Oc1ccccc1 (stereo unspecified),-1%,nt,-1%
Fc1cccc(/C=N/N=C/c2cccc(F)c2)c1,2%&-5%,-2%&-9%,2%
COc1ccc(OC)c(S(=O)(=O)N2CCN(Cc3ccccc3)CC2)c1,-21%,-12%,-4%
CC/C(=N\O)c1c(O)c2c(n(-c3ccccc3)c1=O)CCCC2,-3%,6%,0%
CN(Cc1ccccc1)c1ccc(C(CC(N)=O)NC(=O)c2ccccc2)cc1[N+](=O)[O-] (stereo unspecified),-8%,-14%,?
Clc1ccc(OCCCc2nc(-c3ccncc3)no2)c(Cl)c1,?,3%,-24%
Cc1ccccc1C(=O)Nc1ccc(C(=O)N/N=C/c2ccccn2)cc1,1%,-13%,-9%
O=C(COC(=O)c1ccc(Cl)cc1O)Nc1cccnc1Cl,-13%,4%,2%
COc1ccc(Br)cc1C1CC(=O)N2CN(Cc3ccccc3)CSC2=C1C#N (stereo unspecified),?,3%,?
O=C(O/N=C(\c1ccccc1)c1ccccn1)c1cccc2ccccc12,-5%,22%,-9%
CCCCOC(=O)c1ccc(Nc2ncnc3c2cnn3-c2cccc(C)c2)cc1,3%,nt,3%
Cc1ccc(NC(CNS(=O)(=O)c2ccc(Cl)cc2)c2ccccc2)cc1 (stereo unspecified),-16%&-10%,10%,-1%&-5%
Cc1cc(C)c(S(=O)(=O)Nc2ccc3[nH]c(=O)[nH]c3c2)c(C)c1,-11%,16%,3%
CC1CCc2c(sc(NC(=O)COc3ccccc3)c2C(=O)Nc2ccccc2Cl)C1 (stereo unspecified),12%,nt,19%
COc1cc2ccccc2cc1C(=O)N/N=C/c1cccnc1,-12%,20%,27%
O=C(CN1C(=O)NC2(CCCC2)C1=O)Nc1ccc(OC(F)(F)F)cc1,1%,3%,1%
COc1ccc(-c2cc(C(C)=O)c(C)n2CCC(=O)Nc2cc(C)ccc2OC)cc1,0%,nt,0%
CCOC(=O)C(C(=O)Nc1nc2ccccc2s1)C1CCCCC1 (stereo unspecified),-10%,-19%,-9%
Cc1ccc(C(=O)O)cc1S(=O)(=O)Nc1ccccc1C(=O)NC1CC1,-11%,-2%,-12%
O=C(CN1C(=O)c2ccccc2C1=O)N1CCN(c2nnc(-c3ccccc3)c3ccccc23)CC1,-7%,0%,6%
COc1ccccc1C1=CN(Cc2ccccc2)CCC1=O,-6%,nt,18%
COc1ccc([C@H]2CC(=O)C=C(c3ccnc4ccc(Cl)cc34)C2)cc1,-7%,nt,?
O=C(c1ccco1)N1CCN(c2ncnc3c(-c4ccccc4)nsc23)CC1,-1%,9%,-1%
COc1ccc(OC2C(=O)N(Cc3ccc(F)cc3)C2c2cc(OC)c(OC)c(OC)c2)cc1 (stereo unspecified),-20%,2%,0%
Cc1cc(NCCN2CCOCC2)c2ccc3ccccc3c2n1,0%,-17%,?
Cc1ccc(C(C)C)c(OCC(=O)Nc2ccc3c(c2)nc(CN2CCCC2)n3C)c1,0%,-18%,2%
CCc1ccc(CN2CCCC(CNC(=O)c3cccc(OC)c3OC)C2)cc1 (stereo unspecified),-9%,2%,-9%
O=C(Nc1cccc(C(F)(F)F)c1)c1cncs1,2%,?,21%
CS(=O)(=O)/C(C#N)=C/c1c(-c2ccccc2)nc2n1CCS2,-1%,3%,0%
Cc1ccc(-c2csc(-c3nc(-c4ccc(Br)s4)cs3)n2)cc1,-2%,nt,-5%
CCN(CC)c1ccc2cc(C(=O)Nc3ccc(-n4cnnn4)c(OC)c3)c(=O)oc2c1,-4%,5%,nt
COC(=O)c1[nH]c2ccc(C)cc2c1NC(=O)C(C)N1CCN(C2CCCCC2)CC1 (stereo unspecified),-2%,1%,-8%
CC(=O)c1cnc(-c2ccccc2)s1,-4%,4%,-8%
COc1ccccc1N1CCN(C(=O)C2CCCN(S(=O)(=O)c3ccc4c(c3)oc(=O)n4C)C2)CC1 (stereo unspecified),-3%&2%,-11%,-7%&-9%
COc1ccccc1CNC(=O)CCCCn1c(=O)c2ccccc2n(CC(=O)Nc2cccc(Cl)c2)c1=O,-3%,nt,14%
COc1ccc2nc(NC(=O)c3cccc(N4C(=O)CCC4=O)c3)sc2c1,-3%,nt,7%

# Complete entries, looked up by structure.
# `CCOC(=O)C(C(=O)Nc1nc2ccccc2s1)C1CCCCC1` (stereo unspecified) is listed with KAT2A inh: -10%; N370S GC: -19%; FEN1 inh: -9%
# `Cc1cc(NCCN2CCOCC2)c2ccc3ccccc3c2n1` is listed with KAT2A inh: 0%; N370S GC: -17%; FEN1 inh: ?
# `COC(=O)C(CCSC)NC(=O)c1cc2c(n(-c3ccccc3)c1=O)CC(C)(C)CC2=O` (stereo unspecified) is listed with KAT2A inh: -6%&-2%; N370S GC: 15%; FEN1 inh: 16%&-5%

# The list continues.
SMILES,KAT2A inh,N370S GC,FEN1 inh
COc1ccc(-c2csc(NC(=O)CSc3ccc(Br)cc3)n2)c(OC)c1,-15%,-5%,-1%
CC(=O)Nc1ccc(S(=O)(=O)N2CCCN(S(=O)(=O)c3ccc(NC(C)=O)cc3)CC2)cc1,-5%,11%,-6%
COc1ccc(CNS(=O)(=O)NCc2ccc(C)cc2)cc1,-1%,9%,17%
Cc1csc2nc(O)c(C(=O)NCCC3=CCCCC3)c(=O)n12,-4%,-8%,-5%
COc1nc(OC)nc(Oc2ccc(Cl)cc2[N+](=O)[O-])n1,1%,2%,2%
CCC1=NC(c2ccc(OC)cc2)N(O)C1(C)C (stereo unspecified),0%,0%,7%
O=C(c1ccc2c(c1)OCO2)N1CCN(c2ccccn2)CC1,0%,3%,-8%
C=CCn1c(SCC(=O)NC2CCCc3ccccc32)nnc1-c1ccncc1 (stereo unspecified),-3%,-2%,0%
COc1cc(C(=O)NCCC(=O)NCCCN2CCCCC2C)cc(OC)c1OC (stereo unspecified),-14%,-9%,3%
Cc1cc(CNC(=O)Cc2ccccc2)c2ccccc2n1,0%,-12%,0%
N/C(=N\OC(=O)CC1CCCCC1)c1ccc(Cl)cc1,-8%,-5%,8%
CSc1ncc(CN2CCCC(C(=O)c3ccc(C(C)(C)C)cc3)C2)cn1 (stereo unspecified),0%,-4%,0%
COc1ccc(-c2ncc(CN3CCC(CO)(Cc4cccc(OC)c4)CC3)cn2)cc1,-10%,-5%,-17%
CCOC(=O)c1c(S(=O)(=O)NCC(=O)Nc2cc(C)ccc2OC)c(C)n(C)c1C,-3%&10%,0%,-11%&1%
CCC(=O)Nc1nc(=S)ss1,-20%,6%[12.8 µM],2%
O=C(NCCCN1CCN(Cc2ccccc2)CC1)c1nnc(Cc2c(F)cccc2Cl)o1,1%,?,-3%
COc1cccc(NC(=O)c2oc3ccccc3c2NC(=O)C23CC4CC(CC(C4)C2)C3)c1,-9%,nt,-1%
Cc1ccc(CSc2nc(-c3cccs3)ccc2C#N)cc1,0%,nt,-13%
O=C(COc1ccccc1F)NNC(=O)c1ccc(N2CCCCC2)c([N+](=O)[O-])c1,-3%,9%,1%
C[C@@H]([C@H](O)c1ccccc1)N(C)C(=S)Nc1ccccc1,1%,-7%,-13%
COc1cccc(OC)c1OCC(O)CN1CCN(c2ccc(F)cc2)CC1 (stereo unspecified),6%,-7%,-1%
CCN(CC)C(=S)SCC(=O)c1ccc(F)cc1,-4%,4%,-20%
O=C(CN(Cc1cccs1)C(=O)CSc1nnc(COc2ccccc2)o1)NC1CCCCC1,-6%,8%,-2%
O=C(NCc1cccc(C(F)(F)F)c1)c1ccc2c(c1)OCCO2,-2%,2%,-4%
COC(=O)C1=CNC=C(C(=O)OC)C1c1ccc(Cl)cc1,-7%,27%,-1%
CCOC(=O)c1ccc(N2C(=O)c3n[nH]c(C)c3C2c2ccc(OC)cc2OC)cc1 (stereo unspecified),-11%,26%,12%
CCC(C)Cn1c(S(=O)(=O)O)nc2ccccc21 (stereo unspecified),1%,-14%,-8%
CCc1cccc(CC)c1NC(=O)COC(=O)CC1c2ccccc2CCN1S(=O)(=O)c1ccccc1 (stereo unspecified),-3%,-3%,-10%
Cc1cc2ncc(C(N)=O)cn2n1,-5%,2%,6%
COc1ccc(C(C)(C)C)cc1NC(=O)C1CC(=O)N(C2CCCC2)C1 (stereo unspecified),2%,nt,0%
CCNC(=O)OCc1cn(-c2ccccc2)nn1,-3%,4%,-2%
CCCC(=O)C1=C(SCC)CC(C)(C)C(C(=O)OC)C1=O (stereo unspecified),-23%,3%,-7%
Cc1ccccc1-c1nn2c(-c3ccccc3)nnc2s1,-4%,11%,?
Cc1cc(C)c(C)c(S(=O)(=O)NC2CCN(Cc3ccccc3)CC2)c1C,3%,-15%,-19%
CCCNC(=O)c1ccccc1NC(=O)c1ccccc1N(C)S(C)(=O)=O,-3%,11%,0%
Cc1ccc(S(=O)(=O)CC(=O)c2ccc([N+](=O)[O-])cc2)cc1,-11%,7%,-4%
Cc1cccc(-n2c(SCC(=O)Nc3ccc4c(c3)OCO4)nnc2-c2ccoc2C)c1,-8%,9%,3%

# Some values from above.
# `O=C(O)C(C(=O)Oc1ccccc1)C(C(=O)O)C(=O)Oc1ccccc1` (stereo unspecified) @ KAT2A inh: -1%
# `Cn1c(N)c(C(=O)CSc2nnnn2-c2ccccc2)c(=O)n(C)c1=O` @ N370S GC: -6%

# Compound activity (PubChem)
